DT40 TDP1 CPT = qHTS for Inhibitors of human tyrosyl-DNA phosphodiesterase 1 (TDP1): qHTS in cells in presence of CPT. chicken DT40 Tdp1-/-;hTDP1 cells + 20 nM CPT, ATP luminescence, 48 h. Potency, µM (titrated, usually from 46.2 µM), for inactives: at the top dose activity change, negative = growth inhibition, actives largely listed as inhibitors. 12% of 420,000 active; note: nearly all actives have a fitted effect of over 55% in size
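Chicken DT40 Tdp1-/- cells complemented with human TDP1, 400 cells/well, exposed to compounds plus 20 nM camptothecin for at least 48 h at 37 C; viability read as ATP content by CellTiter-Glo luminescence.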
TDP1 inh = qHTS Assay for Inhibitors of Tyrosyl-DNA Phosphodiesterase (TDP1); Tyrosyl-DNA phosphodiesterase 1 (Homo sapiens), Q9NUW8; recombinant TDP1, AlphaScreen DNA substrate cleavage; Potency, µM (highest dose often 130 µM), for inactives: at the highest dose activity change, negative = inhibition, usual class: inhibitors; 0.28% of 350,000 active; note: nearly all actives have a fitted effect of over 40% in size
Target sequence (Q9NUW8 whole entry, looked up): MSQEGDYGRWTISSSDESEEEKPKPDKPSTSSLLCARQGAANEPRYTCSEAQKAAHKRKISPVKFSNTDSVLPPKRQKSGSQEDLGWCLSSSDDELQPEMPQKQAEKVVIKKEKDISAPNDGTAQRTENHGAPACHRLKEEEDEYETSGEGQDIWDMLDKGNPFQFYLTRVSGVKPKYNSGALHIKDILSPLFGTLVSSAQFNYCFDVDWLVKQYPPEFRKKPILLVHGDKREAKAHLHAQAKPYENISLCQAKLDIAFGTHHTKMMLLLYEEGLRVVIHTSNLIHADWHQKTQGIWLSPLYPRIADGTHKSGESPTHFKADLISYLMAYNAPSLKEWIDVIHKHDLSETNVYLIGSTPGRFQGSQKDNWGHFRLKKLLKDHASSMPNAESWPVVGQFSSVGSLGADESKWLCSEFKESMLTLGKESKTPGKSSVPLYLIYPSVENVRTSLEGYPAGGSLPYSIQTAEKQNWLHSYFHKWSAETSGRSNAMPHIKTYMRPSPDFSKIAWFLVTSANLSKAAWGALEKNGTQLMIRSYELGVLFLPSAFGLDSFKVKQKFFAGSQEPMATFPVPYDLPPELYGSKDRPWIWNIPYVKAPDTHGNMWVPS
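Recombinant E. coli-expressed Tdp1 (1 nM) preincubated with compound 15 min at RT, then 5'-biotin/3'-phosphotyrosine-FITC DNA substrate (15 nM) added for 5 min. AlphaScreen beads (10 ug/ml) added, 10 min RT; tyrosine-FITC cleavage read as signal loss.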
TDP1 cell noCPT = qHTS for Inhibitors of human tyrosyl-DNA phosphodiesterase 1 (TDP1): qHTS in cells in absence of CPT | DT40 Tdp1-/- hTDP1 cells, no CPT, ATP luminescence, 48 h | Potency, µM (highest dose often 46.2 µM), for the others: at the highest dose activity change, negative = growth inhibition, hits mostly inhibitors | 15% of 420,000 active | AID 686978, 2013; note: nearly all actives have a fitted effect of over 55% in size
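DT40 Tdp1-/-;hTDP1 cells, no CPT (DMSO vehicle only), 400 cells/well; compounds pin-transferred; ≥48 hr, 37 °C; CellTiter-Glo 30 min RT dark, luminescence read.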
Active calls of the source: *; ? = inconclusive; . = not tested or not shown; & = joins results of further samples; ! = not active in a repeat; [ ] = remark or other dose. Calls come from the whole dose curve; as a rule, active = well fitted curve in the direction sought with a large enough effect; inconclusive = small, poorly fitted or top-dose-only effect, or another doubt; inactive = no such curve, though single readings can be large; an effect the other way counts as inactive or inconclusive. % is set by controls: 0 for no effect and ±100 for the full control effect; potency is the fitted concentration of half-maximal effect. Rows are unselected; overall some 18% were active at least once.

Start of the data: the first 6 entries, ahead of the listing:
SMILES	DT40 TDP1 CPT	TDP1 inh	TDP1 cell noCPT
CN(C)S(=O)(=O)n1cnc([C@H]2c3c(ncn3Cc3ccccc3)C[C@H]3COC(=O)[C@@H]32)c1	-6%	3%	-2%
Cc1ccc(N(O)C(=O)NCCCCNC(=O)N(O)c2ccc(C)cc2)cc1	13%	.	-26%
CC(C)N1CCCC(C)(C(=O)Nc2ccccc2)C1 (centres undefined)	1%	.	3%
COc1ccc(Br)cc1C(=O)Nc1cc(C)cc(C)c1	?	-5%	?
COc1ccc2nc3sc(C(=O)NCCc4ccc(Cl)cc4)cc3cc2c1	9%	-2%[12.3 µM]	-13%
Cc1ccc(C)c(N2CCN(c3ccc(N4C(=O)COCC4=O)cc3[N+](=O)[O-])CC2)c1	0%	6%	-8%

All compounds of this part, from the start:
SMILES	DT40 TDP1 CPT	TDP1 inh	TDP1 cell noCPT
CN(C)S(=O)(=O)n1cnc([C@H]2c3c(ncn3Cc3ccccc3)C[C@H]3COC(=O)[C@@H]32)c1	-6%	3%	-2%
Cc1ccc(N(O)C(=O)NCCCCNC(=O)N(O)c2ccc(C)cc2)cc1	13%	.	-26%
CC(C)N1CCCC(C)(C(=O)Nc2ccccc2)C1 (centres undefined)	1%	.	3%
COc1ccc(Br)cc1C(=O)Nc1cc(C)cc(C)c1	?	-5%	?
COc1ccc2nc3sc(C(=O)NCCc4ccc(Cl)cc4)cc3cc2c1	9%	-2%[12.3 µM]	-13%
Cc1ccc(C)c(N2CCN(c3ccc(N4C(=O)COCC4=O)cc3[N+](=O)[O-])CC2)c1	0%	6%	-8%
COc1ccc(CNC(=O)c2ccc(N(C)S(=O)(=O)c3ccc(C)cc3)cc2)cc1	?	0%	?
Cc1cc(C)c2c(N)c(C(=O)c3ccc(Cl)cc3)sc2n1	?	3%	?
COc1cc(CNn2c(C)n[nH]c2=S)cc(Br)c1OCc1ccc(F)cc1	2%	9%	-2%
O=C(N/N=C1\CCc2ccccc21)c1ccccc1Cl	10%	-2%	-15%
COc1ccccc1Nc1ncnc2c1cnn2-c1cccc(C)c1	?	-2%	?
COc1cc(SC)ccc1C(=O)N1CCN(c2ccccc2)CC1	-9%	0%	?
COC(C)C(C(=O)OCC1=CCN2CC[C@H](O)[C@@H]12)C(C)C (some centres undefined)	-28%[9.04 µM]	9%	-19%[9.04 µM]
O=C(CNC(=O)c1ccc(Br)cc1)NCC(=O)OCc1ccc(Cl)cc1	-22%	2%	-30%
COc1cc2nc(C3CCC3)nc(N3CCN(c4ccccc4OC)CC3)c2cc1OC	16µM*	8%	16µM*
O=C(COC(=O)/C=C/c1cccc(F)c1)Nc1ccccc1	-19%	-3%	2%
CS(=O)(=O)N1N=C(c2ccccc2)CC1c1ccc2nccnc2c1 (centres undefined)	?	5%	26µM*
Cn1cccc1C(=O)NC(=O)CSc1cccc[n+]1[O-]	?	.	?
Cc1cc(Cl)ccc1NC(=O)CCCn1nc(C)c2c(C)n(-c3ccccc3)nc2c1=O	?	-3%	?
COCCN(Cc1cn(C)nc1-c1ccccc1F)C(C)C	-6%	0%	-29%
COc1ccc(-c2coc3c(CN4CCOCC4)c(O)ccc3c2=O)cc1	?	9%	-11%
CCCn1nc(C(=O)OCC(=O)Nc2ncc(Cl)c(C)c2Cl)c2ccccc2c1=O	28%	2%	0%
O=C(CSc1ccccn1)N1CCCC(Nc2ccc(F)c(F)c2)C1 (centres undefined)	-15%	8%	-20%
O=C(COc1ccccc1Cl)Nc1ccc2c(c1)OCO2	1%	.	?
c1ccc2[nH]c(CSc3nnc(-c4ccncc4)o3)nc2c1	?	7%	?
O=C1Nc2ccccc2C1c1ncc(C(F)(F)F)cc1Cl (centres undefined)	-9%	.	?
COC(=O)c1ccc(NC(=O)CCn2c(=O)oc3ccccc32)cc1	-20%	6%	-17%
CCn1cc(/C=N\NC(=O)COc2cccc(C)c2C)c(C)n1	8%	2%	-17%
CC(NC(=O)C12CC3CC(CC(C3)C1)C2)C(=O)NCCN(C)C (centres undefined)	?	-3%	?
C=C1C(=C/C=C2\CCC[C@]3(C)[C@@H]([C@H](C)/C=C/[C@@H](O)C4CC4)CC[C@@H]23)C[C@@H](O)C[C@@H]1O	24µM*	.	27µM*
NS(=O)(=O)c1cccc(C(=O)NC2CCSc3ccccc32)c1 (centres undefined)	9%	.	-11%
CCCCOc1ccc(CNC(=O)c2cnc3sc(N4CCOCC4)nn3c2=O)cc1	?	7%	?
O=C(Nc1ccccc1)N(CCCN1CCOCC1)Cc1ccccc1F	-6%	0%	-12%
COc1cccc(CN2CCC(CO)(CC3CCCCO3)CC2)c1 (centres undefined)	2%	9%	-8%
COc1cc(F)ccc1-c1cc(C(=O)Nc2cc(OC)c(OC)c(OC)c2)[nH]n1	?	.	?
O=C(COC(=O)c1ccncc1)Nc1cccc2ccccc12	-4%	0%	-15%
Cc1nn(-c2ccccc2)c(C)c1CC(=O)NCC1Cc2cc(-c3cncnc3)ccc2O1 (centres undefined)	7%[9.04 µM]	.	-9%
c1coc(-c2nc3ccccc3s2)c1	1%	.	6%
CC(=O)Nc1cccc(C(=O)OCC(=O)NNC(=O)c2cccs2)c1	-4%	-8%	-23%
CCOc1ccc(NC(=O)C(C)C(Cc2ccc(C)cc2)C(=O)O)cc1 (centres undefined)	0%	.	-12%
CCOC(=O)C1=C(C)N=c2sc(=Cc3ccc(OCC(=O)O)cc3)c(=O)n2C1c1ccc(SC)cc1 (centres undefined)	-11%	.	-18%
CCC(CC)C(C(=O)NCc1ccccc1)N(C)Cc1ccc(Cl)c(Cl)c1 (centres undefined)	21µM*	.	15µM*
Cc1ccc(NC(=O)Cc2ccccc2F)cc1S(=O)(=O)N1CCCCCC1	?	0%	?
COc1ccc(C(=O)NCc2csc(-c3cccs3)n2)cc1	-2%	6%	-28%
COc1cc(C(C)n2nnc3ccccc32)ccc1O (centres undefined)	-16%	.	-9%
Cc1ccc(S(=O)(=O)N2CCC(C(=O)NNC(=O)c3ccc(F)cc3)CC2)cc1	-11%	0%	-21%
Cn1c(=O)cc(OCC(=O)N2CCN(c3ccccc3)CC2)c2ccccc21	-1%	6%	1%
COc1ccc(Cn2nnnc2CN2CCc3ccccc3C2)cc1	-4%	0%	-28%
CCOc1[nH]c(/N=C/c2ccco2)c(C#N)c1C#N	21µM*	1%	?
C/C(CC(=O)NCc1ccc(F)cc1)=N\NC(N)=S	-1%	0%	-25%
c1ccc(CC(Nc2ccccn2)c2ccccc2)cc1 (centres undefined)	3%	6%	-20%
COc1ccccc1NC(=O)CCS(=O)(=O)c1cc2c3c(c1)CCN3C(=O)CC2	?	.	-8%
CCOc1cccc(CN2CCCC(C(=O)c3cc(Cl)ccc3OC)C2)c1O (centres undefined)	?	5%	?
COc1ccccc1C(=O)Nc1cc(Cl)ccc1-n1cncn1	?	-3%	0%
CC(C)C/C(O)=C/c1nc2cc(Cl)ccc2oc1=O	?	-1%	?
CCCN(CCC)S(=O)(=O)c1ccc(C(=O)Nc2cccc(-c3nc4ccccc4[nH]3)c2)cc1	4.6µM*	8%	4.6µM*
Cc1ccc(S(=O)(=O)N2CCc3ccccc3CC2)cc1	-5%	.	?
Cc1ccc(NC(=O)COc2cccc(C)c2C)cc1S(=O)(=O)N1CCCCCC1	?	-3%[0.505 µM]	18µM*
O=C(OCC(=O)N1CCN(c2ccccc2)CC1)c1ccc[n+]([O-])c1	20%	5%	-20%
CN(C)CC1(c2ccccc2)CCCC1	1%	1%	0%

Two compounds from above, limited to DT40 TDP1 CPT and TDP1 cell noCPT.
| structure | DT40 TDP1 CPT | TDP1 cell noCPT |
| --- | --- | --- |
| O=C(OCC(=O)N1CCN(c2ccccc2)CC1)c1ccc[n+]([O-])c1 | 20% | -20% |
| CN(C)CC1(c2ccccc2)CCCC1 | 1% | 0% |

(more compounds)
SMILES	DT40 TDP1 CPT	TDP1 inh	TDP1 cell noCPT
COc1ccc(CCNC(=O)c2ccccc2NC(=O)C2=C(C)OCCS2)cc1OC	?	9%	?
COc1ccc(C(CC(=O)O)NC(=O)c2cc3cc(Br)ccc3oc2=O)cc1OC (centres undefined)	5%	5%	-12%
Cc1ncoc1C(=O)Nc1nccs1	11%	-3%	-1%
CN(c1ccccc1)S(=O)(=O)c1ccc(C(=O)Nc2nnc(C3=COCCO3)o2)cc1	?	8%	?
CCOC(=O)c1cnc(SCC(=O)N2CCOCC2)nc1N	-8%	0%	-13%
CCOc1ccc(Nc2oc(/C=C/c3cc(OC)c(OC)c(OC)c3)nc2C#N)cc1	?	2%	?
CN1C(=O)CC(CC(=O)N2CCCCC2CCO)(c2cccc(F)c2)C1=O (centres undefined)	14%	.	1%
Cc1ccc(NC(=O)c2sc(Cl)nc2-c2ccccc2)cc1	?	-3%	?
COc1ccccc1-c1nc2n(n1)C(c1ccccc1Cl)C(C(=O)Nc1cccnc1)=C(C)N2 (centres undefined)	?	.	21µM*
COc1ccc(CN(Cc2ccccn2)C(=O)CN2C(=O)COc3ccccc32)cc1	?	5%	?
CCOc1nc(C#N)nc(N2CCCCC2)n1	21µM*	5%	15µM*
CCCOc1ccc(CNC(=O)C2CCN(c3nnc(N4CCCC4=O)s3)CC2)cc1	?	.	-9%
COc1ccc(-c2ccc(-c3noc(-c4ccccc4OC)n3)c(OC)n2)cc1	-29%	-2%	?
Cc1cc2ccc(=O)oc2cc1OC[C@@H](O)C(C)(C)O	21%	-10%[56.1 µM]	14%
O=c1c(Cc2ccccc2)c(O)ccn1Cc1ccco1	-17%	0%	-1%
Cc1ccc(-c2nn(-c3ccc(F)cc3)cc2C(=O)NCCCN2CCCC2=O)cc1	0.21µM*	-7%[0.505 µM]	-81%
Cc1ccc(S(=O)(=O)N2CCOCC2)cc1NC(=O)CSc1nc(N)cc(N)n1	-16%	3%	-14%
O=C(CNC(=O)c1ccc(Br)cc1)c1ccccc1	-8%	.	5%
O=C(Cn1cc(C(F)(F)F)ccc1=O)N1CCN(S(=O)(=O)c2ccccc2)CC1	-13%	2%	-12%
CN1CCN(C(=O)CCC(=O)c2ccc(F)cc2)CC1	6%	7%	2%
CC1(C)CC(NC(=O)COc2ccc(Br)cc2Cl)CC(C)(C)N1	-21%	1%	-16%
O=C(CN1CCOCC1)Nc1ccc(Cl)cn1	0%	6%	4%
COc1ccc(S(=O)(=O)N2CCCC(C(=O)Nc3ccc4c(c3)OCCO4)C2)cc1 (centres undefined)	21µM*	7%	?
Cc1nnc(SCc2nc3ccccc3s2)n1N	3%	5%	11%
CC1=CCC2C(=O)N(c3ccc(N4CCOCC4)cc3)C(=O)C2C1 (centres undefined)	-3%	-5%	-18%
O=C(COC(=O)COc1ccc(Cl)cc1Cl)NC1CCS(=O)(=O)C1 (centres undefined)	8%	0%	4%
COCCNC(=O)CCCn1c(=O)[nH]c2ccsc2c1=O	-1%	9%	-9%
CS(=O)(=O)c1ccc(C(=O)N2CCN(S(=O)(=O)c3ccc(C4CCCCC4)cc3)CC2)cc1	?	.	-24%
Cc1cc(C)c(C#N)c(SCC(=O)Nc2nonc2N)n1	-3%	2%	?
COc1cc(OC)cc(C(=O)Nc2ccc3c(c2)CCCN3C(=O)c2cccs2)c1	18µM*	3%&6%	23µM*!
O=c1c2ccccc2[nH]c(=S)n1CCN1CCc2ccccc2C1	-17%	4%	-15%
CC1=CC(C)(C)N(C(=O)CSc2nnc(N)s2)c2ccccc21	-21%	0%	-38%
COc1ccc(CN(C)C(=O)CNC(=O)CNC(=O)c2ccc(Cl)cc2Cl)cc1F	4%	2%	-9%
COc1cccc2c1Oc1ncccc1N(C(=O)CCC(=O)NCc1ccccc1Cl)C2	-1%&-4%	6%&3%	-18%&-16%
C=CCn1c(-c2sccc2C)n[nH]c1=S	?	3%	?
COC(=O)C=C1CCC2C3CC(F)C4(O)CC(=O)CCC4(C)C3C(=O)CC12C (centres undefined)	-9%	.	?
COc1ccc(Cn2c(=O)[nH]c3cc(C(=O)N4CCN(c5cc(C)ccc5C)CC4)ccc3c2=O)cc1	?	9%	?
O=C(Cn1c(SCc2cccc(F)c2)nc2cccnc21)Nc1ccc(F)c(Cl)c1	26µM*	1%	15µM*
O=C(Cn1cnc([N+](=O)[O-])c1)NC1CCCC1	34%[activator]	3%	11%
CCCCN(CCCC)c1ccc(Cn2ccc3ccccc32)cc1	7.9µM*	.	8.9µM*
Cc1c(C(=O)N(Cc2ccco2)Cc2ccccc2Cl)oc2ccc(F)cc12	?	5%	15µM*
COc1ccccc1C1=Nn2c(nnc2C2CCCCC2)SC1	-30%	5%	-28%

High-throughput results (PubChem)
